# Screening results (PubChem)
# hiPSC survival = hiPSC single-cell survival enhancement; ATPlite luminescence; 100% = ROCK inhibitor wells, 0% = DMSO; survival enhancement, % at 20 µM; hit rate 0.044% among 360,000; AID 602274; in the data active means survival enhancement above about 18%;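 further: cells exposed to compounds for 16 hours before the ATP read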
# ABCB6 inh 2 = inhibitors of human ABC transporter ABCB6 | Q9NP58 | K562-ABCB6 porphyrin accumulation, flow cytometry, 1 h; hits give low values | fluorescence ratio to DMSO, % at 10 µM | hit rate 0.19% among 360,000 | AID 602162;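 active means fluorescence ratio to DMSO below 75%, the collection mean minus 3 SD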;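 further: signal is porphyrin accumulated inside mitochondria; 100% equals median channel fluorescence of DMSO control wells; lower ratio means ABCB6 inhibition with less porphyrin fluorescence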
# Target sequence (Q9NP58 whole entry, looked up): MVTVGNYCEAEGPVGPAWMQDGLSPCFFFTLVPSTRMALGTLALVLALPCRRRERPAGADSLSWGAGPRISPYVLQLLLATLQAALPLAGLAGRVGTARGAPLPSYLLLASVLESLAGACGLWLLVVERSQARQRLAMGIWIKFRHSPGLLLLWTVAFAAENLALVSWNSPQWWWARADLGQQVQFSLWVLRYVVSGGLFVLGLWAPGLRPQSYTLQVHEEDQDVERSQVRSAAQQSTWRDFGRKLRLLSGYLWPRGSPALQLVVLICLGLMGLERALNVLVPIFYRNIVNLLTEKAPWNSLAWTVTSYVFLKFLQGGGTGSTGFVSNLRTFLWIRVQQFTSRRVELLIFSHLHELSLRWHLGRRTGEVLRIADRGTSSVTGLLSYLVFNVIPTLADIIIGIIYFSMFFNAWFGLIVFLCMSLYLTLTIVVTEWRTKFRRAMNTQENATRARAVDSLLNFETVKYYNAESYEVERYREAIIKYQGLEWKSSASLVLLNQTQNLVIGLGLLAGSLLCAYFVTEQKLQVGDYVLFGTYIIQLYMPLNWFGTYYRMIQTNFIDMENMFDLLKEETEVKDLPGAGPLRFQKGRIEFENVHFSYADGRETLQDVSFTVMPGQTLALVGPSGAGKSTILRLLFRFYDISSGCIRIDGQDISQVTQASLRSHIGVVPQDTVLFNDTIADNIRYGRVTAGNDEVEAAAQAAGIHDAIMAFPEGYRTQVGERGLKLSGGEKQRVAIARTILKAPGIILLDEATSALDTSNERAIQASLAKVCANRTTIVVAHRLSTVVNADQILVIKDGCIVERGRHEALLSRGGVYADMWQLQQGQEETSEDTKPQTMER
# ABHD5 PLIN5 PPI = blocks binding of human ABHD5 to perilipin-5 | Q00G26+Q8WTS1 | Split G. princeps luciferase complementation, luminescence, 4 h | inhibition, % at 4 µM | hit rate 0.78% among 360,000;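 active means inhibition above the mean inhibition across every tested compound plus 3 SD, cut at about 22% in these data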;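 further: 0% = DMSO only wells and the 100% control is not disclosed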
# Glyco luc inh = N-linked glycosylation inhibition. D54 ERlucT glycosylation luciferase reporter, 24 h; percent of 100 nM tunicamycin response. reporter increase, % at 12.5 µM. hit rate 0.23% among 360,000. AID 588692;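 active means mean luciferase reporter signal, scaled so untreated is 0 and the glycosylation-blocking control 100, at or above a set limit in every replicate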;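 further: luciferase carries N-glycosylation sites so blocking glycosylation raises the light; 0% = median of neutral control wells and 100% = median of 100 nM tunicamycin wells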
# MC4R antagonist = antagonists of human melanocortin 4 receptor (MC4R) | inhibition, % at 6.5 µM | P32245 | AID 540295 | MC4R-expressing cells, MTII-stimulated cAMP, LANCE TR-FRET | hit rate 0.48% among 360,000;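 active means inhibition above its plate's cutoff, the mean of tested wells on that plate plus 3 SD, cut at about 29% in these data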;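 further: 0% = Melanotan II alone and 100% = Melanotan II plus saturating MCL0020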
#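 Assay system: U2OS-MC4R stable cell line; Also added: Melanotan II; Technique: Eu-cAMP/anti-cAMP TR-FRET, emission 671 nm; Times: 30-min compound, 1-h challenge, 1-h detection, room temperature.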
# aDG glyco act = increases alpha dystroglycan glycosylation; Pro5-aDG cells, alpha-DG glycosylation AlphaScreen (IIH6); 0% Pro5, 100% B10-LARGE cell signal; activation, % at 10 µM; hit rate 0.22% among 360,000; AID 624168;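 active means activation of at least 8% versus controls, or a plate z-score of at least 8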;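 further: Pro5 are CHO cells carrying HIG-tagged alpha-DG that lacks glycosylation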
# Exocytosis inh = lytic granule exocytosis inhibition. TALL-104 LAMP-1 surface exposure, flow cytometry; cells stimulated with thapsigargin and PMA. inhibition, % at 10 µM. hit rate 0.66% among 360,000. AID 651702;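 active means inhibition above about 55%, limit read from the data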
# MC4R ag barr = human MC4R agonism via beta-arrestin | U2OS MC4R beta-arrestin complementation, luminescence; percent of melanotan II response, DMSO zero | activation, % at 8.9 µM | P32245 | hit rate 0.98% among 360,000;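 active means activation above a per-plate cutoff, the mean activation of sample wells on that plate plus 3 SD, cut at about 8% in these data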
# Cardio protect = protects H9c2 cardiomyocytes from peroxide injury; H2O2 injury protection, ATPLite, 2 h; protection from H2O2 cell death, % at 20 µM; hit rate 0.63% among 360,000; AID 588492;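 active means compounds giving at least 50% protection of heart cells from peroxide-induced death in the single-dose screen, raw or plate-pattern-corrected value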;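 further: 0% = DMSO wells with peroxide and 100% = DMSO wells without peroxide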
# HTR2A ag = agonists of mouse serotonin 5-HT2A receptor (HTR2A); CHO-K1 mHTR2A beta-arrestin complementation, luminescence; percent of 30 µM serotonin response; activation, % at 7.6 µM; hit rate 0.66% among 360,000;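 active means activation above a run cutoff, the mean activation of all tested compounds plus 3 SD, cut at about 14% in these data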;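 further: 0% = plate median of compound wells and 100% = 30 µM serotonin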
# Numbers without * were called inactive; . = not tested or not shown.
SMILES,hiPSC survival,ABCB6 inh 2,ABHD5 PLIN5 PPI,Glyco luc inh,MC4R antagonist,aDG glyco act,Exocytosis inh,MC4R ag barr,Cardio protect,HTR2A ag
CCCCC(=O)N1CCCC(C(=O)OCC)C1 (stereo unspecified),-0.5,100,7,1,11,-0.2,1,1.0,-2,-3
COCc1nnc(NC(=O)c2ccc(S(=O)(=O)N(CC(C)C)CC(C)C)cc2)o1,-2.2,101,0,1,15,-0.4,-15,0.9,34,0
CN1CCNC(=O)C1CC(=O)O (stereo unspecified),0.6,80,1,1,-3,0.0,0,-1.3,4,-1
O=C(c1cc2n(n1)C(C(F)(F)F)CC(c1ccco1)N2)N1CCc2ccccc2C1 (stereo unspecified),-1.1,105,6,-3,10,0.3,-1,1.4,7,1
CCOCC(=O)Nc1ccc(F)c(F)c1,1.8,100,0,4,-2,-0.3,0,0.3,10,-1
Cc1ccc(-c2csc(N(CCCN(C)C)C(=O)c3ccco3)n2)cc1,-0.6,95,9,3,19,0.6,7,-0.6,30,-10
COc1ccc(C(=O)C2CCCN(C(=O)c3cc(C)nc(C)n3)C2)cc1OC (stereo unspecified),-0.1,96,0,1,1,0.3,-5,0.9,0,1
Nc1nc(SCC(=O)c2cc3ccccc3o2)n[nH]1,-4.2,81,-7,2,6,-0.1,-3,-2.6,-2,2
COc1cc2[nH]c(=S)n(C3CCN(Cc4ccccc4)CC3)c(=O)c2cc1OC,-0.5,95,2,-5,7,0.2,5,-0.9,3,0
O=C1c2ccc(-c3ccc(F)cc3OCc3ccccc3)cc2S(=O)(=O)c2cccc(C(=O)N3CCN(c4ncc(Br)cn4)CC3)c21,-0.3,98,-3,-4,-1,-0.3,3,0.2,1,1
C[C@@H]1CN([C@@H](C)CO)C(=O)CCCn2cc(nn2)CO[C@H]1CN(C)S(=O)(=O)c1ccc(Oc2ccccc2)nc1,-1.5,98,13,1,12,0.0,-3,0.2,5,-4
Cc1ccc(-c2nnn(CC(=O)N(Cc3cccs3)C(C(=O)NC(C)(C)C)c3ccc(C)o3)n2)o1 (stereo unspecified),5.5,83,0,4,0,0.4,-8,3.3,-4,0
Cc1ccc(-c2nnc(SCC(=O)N3CCOCC3)nc2-c2ccc(C)cc2)cc1,-1.0,104,4,-3,5,-0.3,0,-1.3,29,-3
CN1C[C@H]2CON(C)[C@H]2C[C@H]1c1cccc(N2CCOCC2)c1,-1.1,96,-5,2,6,-0.1,0,0.0,0,0
CC(C)(C)OC(=O)NCCCC[C@@H](C(=O)NCCCCCCCCCCC(=O)N1CCN(C(=O)OC(C)(C)C)CC1)n1cc(CCCC(=O)O)nn1,3.7,99,16,-4,5,0.1,5,-2.5,2,8
O=C(COC(=O)Cc1ccsc1)NCc1ccccc1,-1.5,94,-1,3,3,0.1,2,-1.4,-5,-1
CCc1nc2c(OCC(=O)C(C)(C)C)cccn2c1N(C)C(=O)C(C)C,6.6,97,10,1,4,1.4,-1,0.5,1,3
Cc1c(S(=O)(=O)N2CC(C)CC(C)C2)c(=O)n(C)c(=O)n1C (stereo unspecified),-0.4,98,-3,0,-1,0.1,-6,-3.9,0,0
COc1ccccc1NC(=S)N1CCCCCC1,-0.6,101,-2,1,20,-0.1,-5,-0.6,-9,-3
O=C(c1ccc2c(c1)OCO2)N(c1ccccc1)C1C=CS(=O)(=O)C1 (stereo unspecified),-0.7,96,-1,5,-1,0.4,4,-0.9,-4,0
Cc1ncc([N+](=O)[O-])n1CC(=O)Nc1ccccc1F,-0.3,100,-3,2,6,0.1,-1,-0.4,5,-1
COC(=O)c1cc(C(=O)Nc2nnc(CC(C)C)s2)cc([N+](=O)[O-])c1,-0.1,103,1,-3,1,0.1,-3,-2.6,-6,0
CN1CCN(c2ccc(Cl)cc2NC(=O)c2cc(=O)[nH]c3ccccc23)CC1,-0.1,98,15,-1,-4,-0.2,2,-2.6,24,4
CCCCN1C[C@H](Cc2ccccc2)[C@@H](CC(=O)NCc2ccc(OC)cc2)C1=O,-1.2,92,2,-2,-3,0.4,-17,1.6,-4,-4
O=C(NC1CCCC1)c1cnc2n(c1=O)CCS2,2.8,105,-2,2,3,0.1,-3,0.0,1,-2
Cc1ccc(O)c(NC(=O)C2=CC(c3cccs3)=NS(=O)(=O)N2C)c1,-1.0,95,-14,-2,9,0.1,-4,-2.6,1,-2
S=c1[nH]nc(-c2cccc(Cl)c2)n1Cc1ccccc1,0.9,102,-5,1,1,-0.3,2,-0.8,2,-1
Cc1ccc(NC(=O)N2CCOCC2)c(C)c1,3.8,106,-3,3,-1,-0.1,2,1.1,1,5
CC(C)C[C@H](NC(=O)[C@H]1N2C(=O)c3ccccc3C2SC1(C)C)C(=O)N[C@@H](Cc1ccccc1)C(=O)O (stereo partly specified),2.6,105,1,1,10,0.2,-2,0.0,-4,3
CCOc1cccc(-c2nnc(SCC(=O)Nc3cc(C)ccc3OC)n2N)c1,0.4,92,6,0,2,0.0,-2,-2.1,1,1
S=c1[nH]nc(-c2ccc(Cl)cc2)n1/N=C/c1cccs1,1.7,101,-3,-1,18,0.0,0,0.9,-4,1
O=C(NC1CCN(Cc2ccccc2)CC1)c1ccccc1NS(=O)(=O)c1ccc(F)cc1,-0.4,97,-4,-2,-3,0.1,0,-0.3,-4,-14
CCC1(c2ccc(F)cc2)NC(=O)N(CC(=O)Nc2ccccc2C)C1=O (stereo unspecified),-0.6,96,-2,10,17,0.1,-9,-1.1,1,14*
Cc1cc(C)cc(NC(=O)c2ccc(Cn3nc(C)c(Cl)c3C)o2)c1,-0.9,95,0,-2,-6,0.3,-2,-0.4,4,0
CC(=O)n1nc(-c2ccco2)nc1SCc1ccccc1,-0.5,104,0,-2,0,-0.1,-1,-1.3,2,-1
CCn1ncc(C2=NOC(C(=O)N3CCC(C(N)=O)CC3)C2)c1C (stereo unspecified),-0.1,84,3,1,1,-0.2,2,-0.6,-2,0
CC(C)C(NC(=O)C1CCCCC1)C(=O)Nc1ccncc1 (stereo unspecified),6.9,95,-3,0,6,0.0,0,0.5,7,-2
O=C(Nc1cccnc1)c1ccc(Cl)c(S(=O)(=O)N2CCCC2)c1,0.0,98,-7,1,-4,-0.1,-4,-4.3,1,-9
COc1cc2cnc(-c3ccsc3)cc2cc1OC,-2.4,99,-4,2,-2,0.1,2,-0.3,2,0
Cc1ccc(Cc2c(-c3ccc(Cl)cc3)nc3c(Cl)cc(C(F)(F)F)cn23)cc1,-0.4,98,6,-5,.,-0.2,7,.,1,8
CCc1nnc2c3cnn(-c4ccccc4)c3ncn12,-0.2,90,0,1,-1,0.2,0,-2.9,-7,0
Cc1ccc(Nc2c(-c3ccc(N(C)C)cc3)nc3ncccn23)cc1,-0.8,97,4,-1,18,0.3,-4,-0.8,-4,4
N#Cc1cccc(CN2CCC(=O)N(CCO)CC2)c1,-2.0,97,2,1,2,-0.1,-10,-0.1,6,1
CC(C)N(C(=O)COC(=O)[C@H](C)NC(=O)c1ccco1)c1ccccc1,0.2,99,-2,-4,-5,-0.2,2,0.4,11,3
CCCNC(=O)NNC(=O)c1cc(-c2ccc3c(c2)OCO3)nc2ccccc12,0.2,91,1,.,1,-0.1,-4,1.7,3,-5
CC(C)C[C@H]1COCCS(=O)(=O)N1Cc1cccc(C(F)(F)F)c1,1.1,95,-3,-4,8,0.0,-9,0.3,-17,2
CN(CC(=O)Nc1ccccc1Cl)C(=O)COC(=O)/C=C/c1ccc(C(F)(F)F)cc1,0.0,95,-8,-1,5,0.6,1,-2.8,-6,-7
Cc1ccc(CN2CCN(CC3CC4C=CC3C4)CC2)cc1 (stereo unspecified),-0.6,94,-8,0,3,0.0,-2,-1.3,8,-7
CCN(CC)CCN1C(=O)C(O)=C(C(=O)c2ccco2)C1c1ccccn1 (stereo unspecified),0.0,89,0,2,-4,0.3,-1,-1.3,4,-4
Cc1cc(C(=O)N2CCN(Cc3ccccc3)CC2)ccc1[N+](=O)[O-],0.8,96,-4,0,8,-0.1,2,0.8,-1,-7
CCOC(=O)C(C)Oc1ccccc1C1NC(=O)NC(C)=C1C(=O)Nc1ccc(C)c(C)c1 (stereo unspecified),-1.6,103,8,-4,14,0.1,-1,0.4,6,5
CC(C)N1CCC1(C)C(=O)Nc1cc(-c2ccccc2)nn1C (stereo unspecified),-0.1,99,-1,0,-3,0.0,-1,0.8,3,-4
O=c1ccc(-c2ccccc2)nn1Cc1ccc(Cl)cc1,0.1,94,-6,0,-5,0.0,1,-1.9,-11,-10
O=C(Nc1cccc2ccccc12)NC(Cc1ccccc1)C(=O)O (stereo unspecified),0.4,95,6,3,2,0.0,33,0.1,-4,-5
CCN(CC)C(=O)/C=C/c1ccccc1,-0.8,96,-3,1,6,-0.2,1,-3.1,-1,-1
CCc1nc(N2CCN(C(=S)NCCCOC)CC2)c2c3c(sc2n1)CCCC3,0.0,101,2,-4,11,-0.1,8,1.6,-5,-4
CC(C)NC(=S)NCc1cccs1,-1.3,98,-5,2,3,-0.1,0,0.8,6,4
Cc1cc(C)c2c(NC(=O)CCl)nn(C)c2n1,-0.6,104,-2,23,-6,0.9,0,-1.1,-4,3
O=C(Nc1cccc2cccc(NC(=O)c3ccco3)c12)c1ccco1,0.6,107,0,3,10,0.1,5,-0.9,4,4
O=C1Nc2ccccc2CCC1Sc1nnc(-c2ccc(Cl)cc2)s1 (stereo unspecified),-0.5,95,1,-3,14,0.3,1,-1.6,-22,0

# Full records, looked up by structure.
# CCOC(=O)C(C)Oc1ccccc1C1NC(=O)NC(C)=C1C(=O)Nc1ccc(C)c(C)c1 (stereo unspecified) as listed: hiPSC survival = -1.6; ABCB6 inh 2 = 103; ABHD5 PLIN5 PPI = 8; Glyco luc inh = -4; MC4R antagonist = 14; aDG glyco act = 0.1; Exocytosis inh = -1; MC4R ag barr = 0.4; Cardio protect = 6; HTR2A ag = 5
# O=C(Nc1cccc2ccccc12)NC(Cc1ccccc1)C(=O)O (stereo unspecified) as listed: hiPSC survival = 0.4; ABCB6 inh 2 = 95; ABHD5 PLIN5 PPI = 6; Glyco luc inh = 3; MC4R antagonist = 2; aDG glyco act = 0.0; Exocytosis inh = 33; MC4R ag barr = 0.1; Cardio protect = -4; HTR2A ag = -5

# Later entries
SMILES,hiPSC survival,ABCB6 inh 2,ABHD5 PLIN5 PPI,Glyco luc inh,MC4R antagonist,aDG glyco act,Exocytosis inh,MC4R ag barr,Cardio protect,HTR2A ag
CSCCC1NC(=O)N(CC(=O)Nc2ccc(Br)cc2Br)C1=O (stereo unspecified),-0.1,95,9,0,12,0.0,-4,-1.3,4,-2
CCOC(=O)[C@]12Cc3c(cc(OC)c(OC)c3OC)[C@H]1N(Cc1ccccc1)C(=O)c1cc(OC)ccc12,-0.9,104,12,.,.,0.2,-4,.,.,-5
O=C(CN1C(=O)C2CC=CCC2C1=O)NC1=NCCS1 (stereo unspecified),-0.8,87,-1,3,3,0.1,0,-0.1,-4,-4
O=C(OCC(=O)N1CCOCC1)C(c1ccccc1)c1ccccc1,5.5,113,2,-2,9,0.1,3,-1.1,-3,-3
CN=Cc1c(NC)nc2c(C)cccn2c1=O,4.6,95,3,0,17,0.3,-1,-0.3,9,2
CCCc1[nH]n(-c2ccc([N+](=O)[O-])cc2)c(=O)c1C=NCCc1ccc(OC)c(OC)c1,-2.0,100,7,-3,16,-0.1,1,-2.3,1,-2
